Tau fibril FP: qHTS for Inhibitors of Tau Fibril Formation, Fluorescence Polarization. Microtubule-associated protein tau (Homo sapiens), P10636. hit rate 0.39% among 280,000. Potency, µM (series often up to 57.7 µM), for the others: top-dose activity, negative = inhibition, hits mostly inhibitors. K18 P301L tau heparin fibrillization, Alexa594 FP, 6 h; further: nearly all actives have a fitted effect of over 55% in size
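Steps: dispense K18 P301L tau (15 uM plus 0.24 uM Alexa 594 tracer, final) in pH 7 sodium acetate; add compound; add heparin (20 uM final); incubate 6 hr, 37 C; add ThT (30 uM final); after 1 hr ambient, read FP.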
KDM4E inh: qHTS Assay for Inhibitors of Human Jumonji Domain Containing 2E (JMJD2E). Potency, µM (titrated, usually from 57.1 µM), for inactives: at the top dose activity change, negative = inhibition, most hits filed as inhibitors. JMJD2E catalytic domain, FDH-coupled NADH fluorescence (FDH is formaldehyde dehydrogenase). hit rate 1.6% among 230,000. AID 2147, 2009. Lysine-specific demethylase 4E (Homo sapiens), B2RXH2; active means well fitted inhibition curve with a large enough effect, not every such curve was filed as active; inconclusive means small, poorly fitted or top-dose-only effect, or another doubt; inactive means no such curve, though single readings can be large or run the other way;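 further: 0% = wells with enzyme and -100% = buffer wells without enzyme; nearly all actives have a fitted effect of over 50% in size; many of its hits are not listed in these tables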
RECQ1 helicase: qHTS Assay for Inhibitors of RecQ-Like Dna Helicase 1 (RECQ1) | Potency, µM (highest dose often 57.3 µM), for the others: at the top dose activity, negative = inhibition, hits mostly inhibitors | hit rate 0.54% among 240,000 | RECQ1 DNA unwinding, red fluorescence kinetic read | ATP-dependent DNA helicase Q1 (Homo sapiens), P46063;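 further: plate controls were vehicle for no effect and no enzyme for full effect; nearly all actives have a fitted effect of over 30% in size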
Target sequence (P46063 whole entry, looked up): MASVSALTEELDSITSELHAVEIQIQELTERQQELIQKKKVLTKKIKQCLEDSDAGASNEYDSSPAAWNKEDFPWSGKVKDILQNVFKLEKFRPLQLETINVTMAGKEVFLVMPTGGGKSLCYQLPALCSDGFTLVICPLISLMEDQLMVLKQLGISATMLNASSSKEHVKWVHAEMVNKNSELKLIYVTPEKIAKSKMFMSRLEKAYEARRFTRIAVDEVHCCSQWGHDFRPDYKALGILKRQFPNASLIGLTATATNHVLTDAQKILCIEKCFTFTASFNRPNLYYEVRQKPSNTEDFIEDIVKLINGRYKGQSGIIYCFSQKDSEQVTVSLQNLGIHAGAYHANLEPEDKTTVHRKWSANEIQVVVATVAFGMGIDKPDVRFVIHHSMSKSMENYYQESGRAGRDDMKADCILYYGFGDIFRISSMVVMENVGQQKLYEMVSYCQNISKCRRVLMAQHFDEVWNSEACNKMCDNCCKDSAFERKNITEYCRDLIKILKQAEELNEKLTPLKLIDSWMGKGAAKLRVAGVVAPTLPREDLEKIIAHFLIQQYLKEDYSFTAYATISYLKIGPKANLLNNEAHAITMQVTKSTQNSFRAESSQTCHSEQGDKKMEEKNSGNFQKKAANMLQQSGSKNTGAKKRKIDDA
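50 nM RECQ1T1 preincubated 15 min with compound in Tris pH 8.0 buffer with MgCl2, DTT, Tween-20 and 2.5 ug/ml poly(dI-dC); started with 200 nM TAMRA/BHQ-2 forked duplex and 2 mM ATP. Unwinding read as fluorescence (525/598 nm), two reads 2 h apart.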
L3MBTL1 inh: qHTS Assay for the Inhibitors of L3MBTL1. hit rate 0.66% among 230,000. Lethal(3)malignant brain tumor-like protein 1 (Homo sapiens), Q9Y468. Potency, µM (doses to about 57.1 µM), for the others: top-dose activity, negative = inhibition, most hits filed as inhibitors. AlphaScreen L3MBTL1–H3K9me1 peptide binding; further: nearly all actives have a fitted effect of over 60% in size
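AlphaScreen proximity signal between nickel-chelate acceptor and streptavidin donor beads (final 10 ug/mL) reports binding of 50 nM L3MBTL1 to 75 nM biotin-H3 K9me1 peptide; complex incubated with compounds 30 min at room temperature; cefsulodin titration as control.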
TRb SRC2 PPI: qHTS for Inhibitors of the Interaction of Thyroid Hormone Receptor and Steroid Receptor Coregulator 2. TRbeta-SRC2 peptide binding, fluorescence polarization; receptor liganded with 1 µM T3. Potency, µM (doses to about 106 µM), inactives show at the top dose activity change, negative = inhibition, actives largely listed as inhibitors. Thyroid hormone receptor beta (Homo sapiens), P10828. AID 1469, 2008. hit rate 0.065% among 280,000;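 further: plate controls were bound peptide for no effect and peptide without receptor for full effect; nearly all actives have a fitted effect of over 50% in size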
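Human TRb ligand-binding domain (0.6 uM) is mixed with 20 nM Texas Red SRC2 peptide and 1 uM T3; after compound addition and 5 hr at ambient temperature, polarization is measured and normalized to unbound and bound controls.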
TexasRed fluor: Total Fluorescence Counterscreen for Inhibitors of the Interaction of Thyroid Hormone Receptor and Steroid Receptor Coregulator 2 | TRb/SRC2 Texas Red total fluorescence interference | hit rate 0.29% among 280,000 | Potency, µM (doses to about 106 µM), for the others: at the highest dose fluorescence change, negative = quenching; active means well fitted curve in either direction with a large enough effect; inconclusive means small, poorly fitted or top-dose-only effect
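Flags fluorescent or light-absorbing compounds by total fluorescence, S + 2P, at 555 nm excitation and 632 nm emission. Mixture: 20 nM Texas Red SRC2 peptide, 0.6 uM human TRb LBD, 1 uM T3, 5% DMSO; compound exposure 5 h at ambient temperature.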
GoLoco inh red: qHTS Assay for Inhibitors of RGS12 GoLoco Motif Activity (Red Fluorophore); AID 880, 2007; Gai1:RGS12 GoLoco peptide FP, rhodamine, 10 min; Potency, µM (top dose mostly 61.6 µM), inactives show at the top dose activity, negative = inhibition, hits mostly inhibitors; hit rate 0.44% among 230,000; active means well fitted inhibition curve with a large enough effect, not every such curve was filed as active; inactive means no such curve, though single readings can be large or run the other way; further: nearly all actives have a fitted effect of over 30% in size; many of its hits are not listed in these tables
Target sequence (P63096 whole entry, looked up): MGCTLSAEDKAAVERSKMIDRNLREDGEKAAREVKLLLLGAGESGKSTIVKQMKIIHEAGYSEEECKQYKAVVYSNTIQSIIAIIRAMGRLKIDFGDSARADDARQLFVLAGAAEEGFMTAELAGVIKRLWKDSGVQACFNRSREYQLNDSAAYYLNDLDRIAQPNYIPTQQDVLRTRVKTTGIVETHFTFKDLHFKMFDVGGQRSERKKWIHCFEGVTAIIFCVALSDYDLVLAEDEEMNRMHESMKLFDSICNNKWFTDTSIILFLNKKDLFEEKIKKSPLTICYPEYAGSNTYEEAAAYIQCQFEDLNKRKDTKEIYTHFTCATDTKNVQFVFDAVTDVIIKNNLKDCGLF
Tau ThT inhib: qHTS for Inhibitors of Tau Fibril Formation, Thioflavin T Binding | hit rate 2.1% among 270,000 | Potency, µM (titrated, usually from 57.4 µM), without a hit: top-dose activity, negative = inhibition, actives largely listed as inhibitors | recombinant tau K18 P301L (four-repeat tau fragment), heparin-induced fibrillization, ThT fluorescence | AID 1460, 2008 | Microtubule-associated protein tau (Homo sapiens), P10636; further: nearly all actives have a fitted effect of over 55% in size
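Aggregation was driven by heparin (20 uM final) acting on recombinant tau […] bearing P301L in 100 mM sodium acetate pH 7; fibrils were detected with Thioflavin T.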
Active calls of the source: *; [ ] = dose if it differs, or a comment. Unless noted, the call rests on the fitted dose curve; in most records, active means well fitted curve in the direction sought with a large enough effect; inconclusive means small, poorly fitted or top-dose-only effect, or another doubt; inactive means no such curve, though single readings can be large; an effect the other way counts as inactive or inconclusive. Unless noted, on the % scale 0 is the no-effect control and ±100 the full control effect; potency means the concentration at half of the fitted maximal effect. An excerpt (hit frequency here may not be typical).

For Cc1ccc(CN2CCN(CC(C)C)C(CCO)C2)s1 (stereo not given) the results were Tau fibril FP 0%, KDM4E inh -13%, RECQ1 helicase -8%, L3MBTL1 inh -2%, TRb SRC2 PPI 2%[53 µM], TexasRed fluor -2%[53 µM], GoLoco inh red 4% and Tau ThT inhib -2%.
`COc1ccc(S(=O)(=O)NCc2cccn2Cc2cccc(C)c2)cc1OC` gave Tau fibril FP 5%, TRb SRC2 PPI -3%, TexasRed fluor 0% and Tau ThT inhib -8%.
Screening O=C(OCC(=O)c1c[nH]c2ccccc12)c1cc2ccccc2cc1O returned Tau fibril FP 0%, KDM4E inh -7%, RECQ1 helicase -8%, L3MBTL1 inh -5%, TRb SRC2 PPI 15%, TexasRed fluor -2%, GoLoco inh red 2% and Tau ThT inhib -19%.
For Cn1c2c(c(=O)n(C)c1=O)CN(CCc1ccccc1)CN2 the results were Tau fibril FP 5%, KDM4E inh 2%, RECQ1 helicase -1%, L3MBTL1 inh 1%, TRb SRC2 PPI -4%, TexasRed fluor 1%, GoLoco inh red 9% and Tau ThT inhib -3%.
`COC(=O)c1c(NC(C)=O)sc2c1CCCC2` gave Tau fibril FP 2%, KDM4E inh inconclusive, RECQ1 helicase inactive, L3MBTL1 inh 1%, TRb SRC2 PPI -24%, TexasRed fluor 1%, GoLoco inh red -10% and Tau ThT inhib -8%.
O=C(NNc1ccc(F)cc1F)C1CCC1 was read as Tau fibril FP -1%, KDM4E inh 6%, RECQ1 helicase -6%, L3MBTL1 inh 11%, TRb SRC2 PPI -3%, TexasRed fluor -1%, GoLoco inh red -2% and Tau ThT inhib 7%.
`Cc1cccc(C(=O)Nc2ccnc(-c3cccnc3)n2)c1` gave Tau fibril FP -10%, KDM4E inh 4%, RECQ1 helicase inactive, L3MBTL1 inh 4%, TRb SRC2 PPI -1%, TexasRed fluor -1%, GoLoco inh red 8% and Tau ThT inhib 1%.
`O=C(c1ccc2c(c1)CCCC2)N1CCN(c2nc3c(F)cccc3s2)CC1` gave Tau fibril FP -2%, TRb SRC2 PPI -8%, TexasRed fluor 1% and Tau ThT inhib 7%.
`COc1cccc(C(=O)OCCN2C(=O)c3ccccc3C2=O)c1OC` gave Tau fibril FP -1%, KDM4E inh 0%, RECQ1 helicase -1%, L3MBTL1 inh 6%, TRb SRC2 PPI -8%, TexasRed fluor -3%, GoLoco inh red 5% and Tau ThT inhib -4%.
Screening Cc1ccc(CN2C(=O)SC(Nc3ccccc3)C2=O)cc1 (stereo not given) returned Tau fibril FP -9%, TRb SRC2 PPI -3%, TexasRed fluor 0% and Tau ThT inhib 1%.
`O=C(c1cccs1)N1CCN(C2CCCCC2)CC1` gave Tau fibril FP -7%, KDM4E inh -23%, RECQ1 helicase -4%, L3MBTL1 inh 5%, TRb SRC2 PPI -1%, TexasRed fluor 0%, GoLoco inh red -2% and Tau ThT inhib -8%.
COc1ccc2nc3ccccc3nc2c1 was read as Tau fibril FP -3%, KDM4E inh inconclusive, RECQ1 helicase -6%, L3MBTL1 inh -7%, TRb SRC2 PPI 4%, TexasRed fluor -5%, GoLoco inh red -9% and Tau ThT inhib -15%.
O=C(Nc1ccccc1)Nc1cccn(Cc2c(F)cccc2Cl)c1=O was read as Tau fibril FP -10%, KDM4E inh inconclusive, RECQ1 helicase -8%, L3MBTL1 inh -14%, TRb SRC2 PPI 4%, TexasRed fluor 0%, GoLoco inh red 11% and Tau ThT inhib -14%.
For COc1ccc(N2CCN(CC(=O)Nc3nnc(-c4ccccc4)s3)CC2)cc1 the results were Tau fibril FP 10%, KDM4E inh 18%, RECQ1 helicase -3%, L3MBTL1 inh -6%, TRb SRC2 PPI 4%, TexasRed fluor -3%, GoLoco inh red 6% and Tau ThT inhib -17%.
Screening Cc1cc(C)c(NC(=O)OCCN2CCOCC2)c(C)c1 returned Tau fibril FP -1%, KDM4E inh 0%, RECQ1 helicase -2%, L3MBTL1 inh -3%, TRb SRC2 PPI -10%, TexasRed fluor -1%, GoLoco inh red 4% and Tau ThT inhib 0%.

Next part, starting with the last 3 of the part before.
O=C(Nc1ccccc1)Nc1cccn(Cc2c(F)cccc2Cl)c1=O was read as Tau fibril FP -10%, KDM4E inh inconclusive, RECQ1 helicase -8%, L3MBTL1 inh -14%, TRb SRC2 PPI 4%, TexasRed fluor 0%, GoLoco inh red 11% and Tau ThT inhib -14%.
For COc1ccc(N2CCN(CC(=O)Nc3nnc(-c4ccccc4)s3)CC2)cc1 the results were Tau fibril FP 10%, KDM4E inh 18%, RECQ1 helicase -3%, L3MBTL1 inh -6%, TRb SRC2 PPI 4%, TexasRed fluor -3%, GoLoco inh red 6% and Tau ThT inhib -17%.
Screening Cc1cc(C)c(NC(=O)OCCN2CCOCC2)c(C)c1 returned Tau fibril FP -1%, KDM4E inh 0%, RECQ1 helicase -2%, L3MBTL1 inh -3%, TRb SRC2 PPI -10%, TexasRed fluor -1%, GoLoco inh red 4% and Tau ThT inhib 0%.
For CCCCCCCC[n+]1c(C)n(-c2ccccc2)c2ccc(NC(C)=O)cc21 the results were Tau fibril FP 7%, KDM4E inh inconclusive, RECQ1 helicase inactive, L3MBTL1 inh -3%, TRb SRC2 PPI 6%, TexasRed fluor 0%, GoLoco inh red -10% and Tau ThT inhib -7%.
`COCCOC(=O)c1c(NC(=O)CN(C)c2ccccc2)sc(C(N)=O)c1C` gave Tau fibril FP 3%, KDM4E inh -18%, RECQ1 helicase 8%, TRb SRC2 PPI -2%, TexasRed fluor -2%, GoLoco inh red 47%[activator] and Tau ThT inhib -9%.
CCC(C)NCCCOc1ccc([N+](=O)[O-])cc1 (stereo not given) was read as Tau fibril FP 6%, KDM4E inh -2%, RECQ1 helicase 5%, L3MBTL1 inh -10%, TRb SRC2 PPI 4%, TexasRed fluor 4%, GoLoco inh red -7% and Tau ThT inhib -5%.
Screening CCOC(=O)c1cc(S(=O)(=O)Nc2ccc(Br)c(C)c2)[nH]n1 returned Tau fibril FP -8%, TRb SRC2 PPI -4%, TexasRed fluor -3% and Tau ThT inhib -7%.
For COc1ccc(NC(=O)c2cc(OC)c(OC)c(OC)c2)cc1S(=O)(=O)N1CCCCC1 the results were Tau fibril FP -5%, KDM4E inh 3%, RECQ1 helicase -18%, TRb SRC2 PPI 5%, TexasRed fluor 0%, GoLoco inh red 5% and Tau ThT inhib 2%.
For Cc1nc(N2CCCC2)c2c(C(=O)Nc3cccc(Cl)c3)c(C)oc2n1 the results were Tau fibril FP -4%, TRb SRC2 PPI -2%, TexasRed fluor -36% and Tau ThT inhib 4%.
CCOc1ccc(C2C(=O)N(C3CCCCC3)CC(=O)N2CCc2ccccc2)cc1OC (stereo not given) was read as Tau fibril FP 6%, TRb SRC2 PPI -1%, TexasRed fluor -2% and Tau ThT inhib -10%.
For O=C(Cl)c1cccc([N+](=O)[O-])c1 the results were RECQ1 helicase 9%, TRb SRC2 PPI -1%, TexasRed fluor -2% and GoLoco inh red -2%.
O=C(CC1C(=O)N(c2ccc(Cl)cc2)C(=S)N1CCc1ccncc1)Nc1ccc(F)cc1 (stereo not given) was read as Tau fibril FP inconclusive, KDM4E inh -2%, RECQ1 helicase 5%, L3MBTL1 inh -6%, TRb SRC2 PPI -4%, TexasRed fluor 0%, GoLoco inh red -3% and Tau ThT inhib -18%.
For COC(=O)c1cc2oc(C)cc2n1CC(=O)Nc1ccc(OC)c(OC)c1OC the results were Tau fibril FP 2%, KDM4E inh 11%, RECQ1 helicase -2%, L3MBTL1 inh -6%, TRb SRC2 PPI 10%, TexasRed fluor -3%, GoLoco inh red -4% and Tau ThT inhib -6%.
For CCn1ccnc1CN(C)C(=O)c1cc(COc2c(F)cccc2F)on1 the results were Tau fibril FP -4%, KDM4E inh inconclusive, RECQ1 helicase inactive, L3MBTL1 inh -4%, TRb SRC2 PPI 10%[53 µM], TexasRed fluor 0%[53 µM], GoLoco inh red 26% and Tau ThT inhib 1%.
Screening COc1ccc(-c2cn[nH]c2N)cc1OC returned Tau fibril FP -1%, KDM4E inh 381%[activator], RECQ1 helicase -6%, TRb SRC2 PPI -4%, TexasRed fluor -11%, GoLoco inh red 15% and Tau ThT inhib -4%.
Cc1cccc(NC(=O)CSC2=Nc3ccccc3C3=NC(CCC(=O)NCc4ccc(F)cc4)C(=O)N23)c1 (stereo not given) was read as Tau fibril FP 9%, TRb SRC2 PPI -5%, TexasRed fluor -2% and Tau ThT inhib 0%.
Cn1c(SCC(=O)O)nnc1C1CCCCC1 was read as Tau fibril FP -3%, KDM4E inh 4%, RECQ1 helicase -2%, L3MBTL1 inh 4%, TRb SRC2 PPI 3%, TexasRed fluor 0%, GoLoco inh red 4% and Tau ThT inhib 6%.
`Cc1ccc(C(=O)CSc2nnc(COc3ccc(C#N)cc3)n2-c2ccccc2)cc1` gave Tau fibril FP inconclusive, KDM4E inh 9%, RECQ1 helicase -3%, L3MBTL1 inh -1%, TRb SRC2 PPI -13%, TexasRed fluor -2%, GoLoco inh red 10% and Tau ThT inhib -12%.
For CCCS(=O)(=O)N1CCCC(C(=O)N2CCN(c3ccccc3)CC2)C1 (stereo not given) the results were Tau fibril FP -1%, KDM4E inh 1%, RECQ1 helicase inactive, L3MBTL1 inh 2%, TRb SRC2 PPI -18%, TexasRed fluor 1%, GoLoco inh red -2% and Tau ThT inhib 0%.

Bioassay records (PubChem)
